RAD54 inh: RAD54 (human) branch migration inhibition. Q92698. RAD54 Holliday junction branch migration, FAM/BHQ fluorescence. inhibition, % at 10.4 µM. hit rate 0.14% among 360,000. AID 602329;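 active = mean normalized replicate activity at least 40 and at least half of replicates scoring 40 or more; inconclusive = only one of the two criteria met; inactive = mean below 40 and under half of replicates reaching 40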;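 also: 0% = median of neutral control wells and 100% = median of positive control wells; inhibitors cause a drop in the FAM fluorescence signal; in these data hits start at about 50%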
E-sel inducer: induces E-selectin expression in human endothelial cells; P16581; HUVEC E-selectin immunofluorescence imaging; normalized: neutral wells 0, TNF-alpha wells 100; activation, % at 7.58 µM; hit rate 0.37% among 260,000; AID 686992;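 active = mean E-selectin-positive cell signal at least 10% of the positive control, reached in at least 60% of replicates, without over 20% cell loss; inconclusive = no rule given, readout overlaps actives, possibly toxicity-flagged; inactive = the rest, including those meeting only one limit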;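 also: in these data hits start at about 27%; measured in HUVEC primary endothelial cells; signal is the percent of cells scored E-selectin positive by PE staining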
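Test system: HUVEC; input: 3,000 HUVEC/well; measured by: immunofluorescence imaging; read-out: % PE-positive cells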
Casp6 inh: inhibitors of human caspase-6 | P55212 | purified caspase-6, Z-VEID-R110 cleavage fluorescence | inhibition, % at 12.5 µM | hit rate 0.53% among 350,000 | AID 686996;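 active = mean inhibition across replicates at least about 35%, with every replicate also reaching that limit, limit read from the data; inconclusive = only one of the two criteria met; inactive = neither criterion met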;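 also: 0% = median of neutral control wells and 100% = no fluorescence left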
Target sequence (P55212 24-179 limits assumed): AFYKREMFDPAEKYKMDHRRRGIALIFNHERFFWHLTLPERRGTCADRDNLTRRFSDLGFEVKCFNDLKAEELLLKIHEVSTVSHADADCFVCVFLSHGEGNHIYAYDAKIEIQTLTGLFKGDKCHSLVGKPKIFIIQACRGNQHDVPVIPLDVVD
Target sequence (P55212 194-293 limits assumed): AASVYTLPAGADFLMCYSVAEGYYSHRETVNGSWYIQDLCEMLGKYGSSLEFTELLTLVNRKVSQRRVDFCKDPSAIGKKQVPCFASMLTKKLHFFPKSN
DENV2 CPE rescue: protects cells from dengue virus 2 cytopathic effect; DENV2-infected cells, cytopathic effect rescue, plate reader; CPE inhibition, % at 9.99 µM; AID 651640; hit rate 1.7% among 350,000; in the data active = CPE inhibition above about 20%, passing the limit was not always enough; inconclusive = no clear call, values can overlap the other calls; tested in BHK-21 cells;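 also: 0% = median of neutral control wells and 100% = median of positive control wells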
F508del corr: CFTR F508del correction in bronchial cells | hit rate 0.36% among 350,000 | CFBE cells, YFP halide quenching; stimulated with forskolin plus potentiator P3; % fluorescence drop versus neutral controls | activity (quench increase), % at 7.58 µM;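 active = mean added fluorescence quench of at least 8% versus neutral control, with both replicates also reaching 8%; inconclusive = only one of the mean or replicate conditions met; inactive = mean below 8% and not both replicates reaching 8%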;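 also: cells transiently co-express mutant CFTR-F508del with the halide-sensitive YFP; corrector assay measuring rescue of mutant channel to the surface after 24 h compound exposure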
RAD52 anneal inh: RAD52 (human) annealing inhibition; recombinant RAD52 DNA annealing, FRET fluorescence; inhibition, % at 18.7 µM; hit rate 0.46% among 360,000;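 active = every replicate showing at least 50% inhibition; inconclusive = mean inhibition at least 50% but not in every replicate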
Target sequence (P43351 whole entry, looked up): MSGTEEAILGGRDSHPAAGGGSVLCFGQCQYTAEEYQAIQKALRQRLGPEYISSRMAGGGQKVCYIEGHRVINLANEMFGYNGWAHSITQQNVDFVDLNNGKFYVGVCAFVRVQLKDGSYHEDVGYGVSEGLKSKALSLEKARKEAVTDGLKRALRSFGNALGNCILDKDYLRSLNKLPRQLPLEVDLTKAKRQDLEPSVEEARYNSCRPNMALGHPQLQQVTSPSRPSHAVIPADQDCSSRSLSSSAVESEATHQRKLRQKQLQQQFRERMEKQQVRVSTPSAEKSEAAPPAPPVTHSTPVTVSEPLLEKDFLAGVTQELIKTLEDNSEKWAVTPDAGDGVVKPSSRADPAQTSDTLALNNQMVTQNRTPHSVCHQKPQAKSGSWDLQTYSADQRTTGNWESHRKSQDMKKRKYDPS
INS-1E GSIS act: GLuc luminescence reporter in INS-1E cells, primary screen for activators of glucose-dependent secretion of insulin. INS-1E GLuc reporter insulin secretion, 2-3 h. activation, % at 16.6 µM. hit rate 0.61% among 370,000. AID 743287;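 active = lowest replicate activation of at least 40%, so every replicate reaches that level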;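 also: 0% = median of neutral control wells and 100% = median of IBMX positive control wells; some compounds called inactive have numbers as strong as hits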
Xi reactivation: reactivates the inactive X chromosome in mouse fibroblasts; hit rate 0.055% among 360,000; XiGFP mouse fibroblasts, % GFP-positive cells imaging, 3 d; cells co-treated with 5-aza-dC sensitizer; scaled so ellipticine positive control = 100%; AID 743238; activation, % at 7.58 µM;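 active = mean normalized replicate activation at least 10% and every replicate at or above 10%; inconclusive = only one of the two criteria met; inactive = mean below 10% and not all replicates reach 10%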;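 also: 0% = median of on-plate neutral control wells and 100% = ellipticine 6 µM median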
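System: 68-5-11 XiGFP fibroblast line | Buffer or medium: DMEM containing 5-aza-dC | Compound: Single point | Times: Compounds 3 days, fix/stain 15 min at room temperature | Benchmarks: Positive control ellipticine, 6 µM final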
* marks the source's active call; other numbers are inactive results; ? = inconclusive; / = not tested or not shown.

| canonical_smiles | RAD54 inh | E-sel inducer | Casp6 inh | DENV2 CPE rescue | F508del corr | RAD52 anneal inh | INS-1E GSIS act | Xi reactivation |
| --- | --- | --- | --- | --- | --- | --- | --- | --- |
| N#Cc1c(SCC(=O)Nc2ccccc2C(F)(F)F)sc2c(O)cc(=O)[nH]c12 | / | -0.1 | 43* | 6 | -1.0 | -13 | -10 | 0.0 |
| Cc1ccc(S(=O)(=O)N2[C@@H](c3ccc(Cl)cc3)C(C(=O)O)=CC[C@H]2c2cccs2)cc1 | 7 | 0.0 | 3 | -3 | 0.6 | -22 | -4 | -0.1 |
| C[C@@H]1CN([C@@H](C)CO)C(=O)c2cccc(NC(=O)NC3CCCCC3)c2O[C@@H]1CN(C)Cc1ccc(C(F)(F)F)cc1 | 1 | 0.3 | -2 | 0 | 0.2 | 2 | -17 | 0.0 |
| COC(=O)[C@H](CCSC)NC(=O)c1cccnc1SC | / | -0.6 | 0 | 5 | 2.3 | -8 | 11 | 0.0 |
| CCCc1c(-c2cccc(Cl)c2)ncn1Cc1cccc(-c2ccccc2)c1 | / | -8.5 | -3 | -1 | -2.7 | -33 | 5 | 0.0 |
| O=C(NCC(=O)N(c1cccnc1)C(C(=O)NC1CCCC1)c1ccc(F)cc1)c1ccco1 (centres undefined) | / | -1.8 | 0 | -2 | -2.2 | -13 | -1 | 0.0 |
| O=C(O)C1CCN(c2ccc(S(=O)(=O)N3CCC(C(=O)O)CC3)cc2[N+](=O)[O-])CC1 | 10 | 0.0 | 2 | -1 | 0.6 | -13 | 15 | 0.1 |
| O=C(CCN1CCCCC1)NCC[C@@H]1CC[C@@H](NC(=O)C2CCOCC2)[C@@H](CO)O1 | -3 | -0.2 | -2 | -7 | -2.5 | -4 | 3 | 0.0 |
| CN1C(=O)c2cc(NC(=O)Nc3ccccc3Cl)ccc2OC[C@H]2O[C@H](CC(=O)O)CC[C@H]21 | 4 | -0.1 | / | -1 | 0.7 | / | 1 | 0.0 |
| Cc1ccc(Nc2c3c(nc4ccccc24)CCC3)cc1 | 22 | / | -1 | -7 | -0.7 | 29 | -1 | 0.1 |
| C[C@@H]1CN([C@H](C)CO)C(=O)c2cc(NC(=O)Nc3ccccc3)ccc2O[C@@H]1CN(C)S(C)(=O)=O | 1 | -0.2 | 2 | 0 | 0.5 | 8 | 1 | 0.2 |
| O=C(Nc1nnc(-c2ccc(Cl)cc2)o1)C1CCCCC1 | 5 | 0.2 | -1 | -3 | 0.2 | -6 | / | 0.1 |
| COc1ccc(S(=O)(=O)N[C@@H]2C=C[C@H](CC(=O)O)O[C@H]2CO)cc1 | 0 | -0.1 | 0 | -3 | -0.2 | 5 | -5 | 0.0 |
| CCOCC(=O)N1CCN(c2cccc(Cl)c2)CC1 | -19 | / | 3 | 1 | 0.9 | 2 | -3 | 0.1 |
| Cc1cc(NC(=O)C2CC(=O)N(c3ccccc3Cl)C2)no1 (centres undefined) | -4 | 0.2 | -1 | -2 | -0.2 | 1 | -1 | 0.0 |
| O=C(N/N=C/c1ccc(C(F)(F)F)cc1)c1ccncc1 | -11 | / | 2 | -4 | -1.4 | -9 | 6 | 0.0 |
| COc1cc(NC(=O)CCn2c(=S)[nH]c3ccccc3c2=O)cc(OC)c1OC | -2 | 1.0 | -1 | -4 | -1.8 | -7 | 12 | 0.1 |
| COCC(=O)Nc1ccc2c(c1)OC[C@@H](C)N(C(C)=O)C[C@@H](C)[C@@H](OC)CN(C)C2=O | -1 | -0.1 | 2 | -9 | / | -10 | 5 | 1.0 |
| Cn1ccsc1=NC(=O)c1cc(S(=O)(=O)N2CCOCC2)ccc1Cl | / | / | -1 | ? | -7.4 | 2 | 8 | -0.1 |
| COc1ccc(C(=O)Nc2c(Cl)cc(Cl)cc2C(=O)NCCN2CCOCC2)cc1 | 5 | / | 2 | / | / | 2 | 4 | / |
| C[C@H](CO)N1C[C@H](C)[C@@H](CN(C)S(=O)(=O)c2cn(C)cn2)OCCCC[C@H](C)Oc2ccc(NC(=O)Nc3ccc(F)cc3)cc2C1=O | -12 | -0.1 | 0 | 2 | -1.8 | -4 | 1 | 0.1 |
| C[C@H]1CN(S(=O)(=O)c2c(F)cccc2F)CCN1S(=O)(=O)c1ccc2c(c1)OCCO2 | -5 | -0.1 | -2 | 8 | -1.1 | -6 | 2 | -0.3 |
| O=C(CSc1nc(-c2ccccc2)cs1)NCCCN1CCCC1=O | -3 | -0.2 | 0 | 11 | -1.1 | -18 | 15 | 0.1 |
| COCC(=O)Nc1ccc2c(c1)C(=O)N(C)[C@H]1CC[C@H](CC(=O)OC)O[C@@H]1CO2 | / | 0.1 | 1 | 11 | 3.5 | 9 | 14 | -0.1 |
| CCOc1ccc(NC(=O)C2CCCN(S(=O)(=O)c3ccc4c(c3)CC(C)N4C(C)=O)C2)cc1 (centres undefined) | -1 | / | -1 | -4 | -0.4 | 6 | -12 | 0.2 |
| Cc1ccc(S(=O)(=O)NCCC(=O)Nc2ccc(S(=O)(=O)NC(C)C)cc2)cc1 | 1 | 0.3 | 3 | -6 | -1.0 | -7 | 1 | 0.1 |
| Cc1nc2cc(C(F)(F)F)ccc2n1CCNc1nc(-c2cc(Cl)c(N)c(Cl)c2)cs1 | 2 | 0.9 | -1 | -2 | 1.7 | -15 | -5 | 0.1 |
| COC(=O)C[C@@H]1CC[C@H]2[C@@H](COC[C@H](O)CN2C(=O)Nc2ccccc2OC)O1 | -2 | -0.1 | -1 | 6 | -4.7 | -6 | 5 | -0.1 |
| COc1ccc(COC(=O)c2sc3nc4n(c(=O)c3c2C)CCC4)cc1 | -9 | -0.3 | 0 | 15 | -1.4 | -10 | 4 | -0.1 |
| O=C(Nc1ccccc1)NC1CCCc2ccccc21 (centres undefined) | / | / | -1 | -3 | -0.1 | -3 | 11 | 0.1 |

3 entries already listed, sorted by length of the SMILES, lowest first:
| canonical_smiles | RAD54 inh | E-sel inducer | Casp6 inh | DENV2 CPE rescue | F508del corr | RAD52 anneal inh | INS-1E GSIS act | Xi reactivation |
| --- | --- | --- | --- | --- | --- | --- | --- | --- |
| COc1ccc(COC(=O)c2sc3nc4n(c(=O)c3c2C)CCC4)cc1 | -9 | -0.3 | 0 | 15 | -1.4 | -10 | 4 | -0.1 |
| Cc1nc2cc(C(F)(F)F)ccc2n1CCNc1nc(-c2cc(Cl)c(N)c(Cl)c2)cs1 | 2 | 0.9 | -1 | -2 | 1.7 | -15 | -5 | 0.1 |
| COC(=O)C[C@@H]1CC[C@H]2[C@@H](COC[C@H](O)CN2C(=O)Nc2ccccc2OC)O1 | -2 | -0.1 | -1 | 6 | -4.7 | -6 | 5 | -0.1 |

Additional results follow:
| canonical_smiles | RAD54 inh | E-sel inducer | Casp6 inh | DENV2 CPE rescue | F508del corr | RAD52 anneal inh | INS-1E GSIS act | Xi reactivation |
| --- | --- | --- | --- | --- | --- | --- | --- | --- |
| CCC(=O)N1CCN(c2ccnc3cc(Cl)ccc23)CC1 | / | / | 0 | -4 | -2.0 | 3 | 30 | -0.1 |
| Cc1ccccc1NC(=O)C1CCN(C(=O)NC2CCCCC2)CC1 | -2 | 0.1 | 1 | -5 | 1.3 | -8 | 1 | 0.1 |
| Cn1cccc1CC(=O)NNC(=S)NC(=O)c1ccc(F)cc1 | / | 1.6 | 0 | -5 | -2.2 | -50 | -1 | 0.1 |
| C[C@@H]1CN([C@@H](C)CO)C(=O)c2cc(NC(=O)CCC(F)(F)F)ccc2O[C@@H](C)CCCCO[C@@H]1CN(C)C(=O)CCC(F)(F)F | 4 | / | -2 | -7 | -2.3 | -5 | 1 | 0.0 |
| CNC(=O)C[C@@H]1CC[C@@H]2[C@@H](COc3ccc(NS(=O)(=O)c4ccccc4C)cc3C(=O)N2C)O1 | -3 | 0.0 | 2 | ? | 1.6 | 21 | -1 | 0.2 |
| O=C(CSc1nnc(Cc2ccccc2)o1)NCCc1ccccc1 | 3 | / | 1 | / | 0.5 | -1 | 7 | / |
| CC(C)NC(=O)NCC[C@@H]1CC[C@@H](NS(=O)(=O)c2ccc(Oc3ccccc3)cc2)[C@H](CO)O1 | 1 | -0.2 | 0 | 2 | -2.3 | 3 | -6 | 0.0 |
| O=C(NNC1=C(C(=O)C(F)(F)F)CCC1)c1ccncc1 | / | / | -7 | 0 | -0.8 | 6 | 7 | 0.0 |
| COc1ccc(-n2c(C)nnc2SCC(=O)N2CCOCC2)cc1 | -7 | -1.3 | -2 | -1 | -0.7 | -26 | -1 | 0.0 |
| COc1cccc(NC(=O)N[C@H]2C=C[C@H](CC(=O)Nc3ccc(-c4ccccc4)cc3)O[C@@H]2CO)c1 | 5 | -0.2 | 1 | 0 | 3.2 | -20 | -6 | 0.7 |
| Cc1ccc(NC(=S)NCC2CCN(C(C)c3ccccc3)C2)cc1C (centres undefined) | / | 0.2 | -15 | -2 | -2.7 | 12 | -16 | 0.0 |
| CCCCNC(=O)C[C@@H]1C[C@@]2(C(=O)OCC)CCC=C2N(Cc2ccco2)C1=O | / | -0.1 | 1 | -6 | 3.6 | -22 | -5 | 0.3 |
| NC(=O)C1C2CCC(C2)C1C(N)=O (centres undefined) | 15 | -0.6 | -1 | -3 | 0.6 | 5 | / | 0.0 |
| CCOc1ccccc1CNc1nc2ccccc2n1C | 4 | / | 2 | 3 | 2.1 | 1 | 20 | 0.0 |
| Cn1nc(C(F)(F)F)c(C(=O)Nc2ccc(F)cc2F)c1Sc1ccc(C(F)(F)F)cc1 | 2 | / | 0 | / | 0.8 | -10 | 7 | / |
| CC1CCC(NC(=O)C2CCC(CNS(=O)(=O)c3cccc4nsnc34)CC2)CC1 (centres undefined) | 8 | -1.5 | -1 | 5 | -0.3 | -14 | 8 | 0.0 |
| Cc1cccc(OCCNC(=O)c2ncn[nH]2)c1 | 5 | / | 1 | 1 | 1.8 | -6 | 20 | / |
| COc1ccc2c3c(n(C)c2c1)[C@@H](CO)N(C(=O)C1CCCCC1)CC31CCN(C)CC1 | / | -0.3 | / | ? | 1.1 | / | -4 | 0.2 |
| CN1CCN(CCNC(=O)Nc2ccc([N+](=O)[O-])cc2)CC1 | / | -0.1 | -9 | -3 | 0.7 | 2 | -5 | 0.3 |
| COc1ccc(C(=O)N=c2sc3ccccc3n2C)cc1 | -8 | / | 3 | -3 | -1.5 | -6 | 8 | 0.0 |
| CN(CC(=O)Nc1ccc(N2CCOCC2)cc1)Cc1c(O)ccc2ccccc12 | -3 | 9.9 | 2 | -1 | -0.3 | -14 | -10 | -0.1 |
| Cc1c(O)ccc(C(=O)CN2CCN(c3ccccc3)CC2)c1O | -6 | / | -7 | 0 | 3.4 | -34 | -8 | 0.2 |
| C[C@@H]1CCCCO[C@H](CN(C)C(=O)Nc2cccc3ccccc23)[C@@H](C)CN([C@H](C)CO)C(=O)c2cc(NS(=O)(=O)c3cn(C)cn3)ccc2O1 | -32 | 0.0 | / | -8 | 1.1 | / | -5 | -0.1 |
| COc1ccccc1-c1cn(CC[C@H]2CC[C@H](NC(=O)C3CCOCC3)[C@H](CO)O2)nn1 | 4 | 1.2 | 3 | 3 | -1.7 | -14 | 18 | -0.5 |
| Cc1cccc(NC(=S)NC2CC3CCC(C2)N3Cc2ccco2)c1C (centres undefined) | 0 | / | -7 | 9 | / | 6 | 8 | / |
| COCCn1c(SCC(=O)NC(C)c2ccc(F)cc2)nc2ccccc21 (centres undefined) | -2 | / | 1 | -2 | -1.7 | -15 | 52 | 0.3 |

Screening data: PubChem, Broad Institute
